Source: PubChem BioAssay
D2 antagonist: D2 dopamine receptor (human) antagonism. HEK293 TREx D2 cells, calcium flux, dopamine EC80. inhibition, % at 10 µM. P14416. actives 2% (n = 340,000). AID 485344; in the data active means inhibition above about 30%; further: 0% is about no effect
Target sequence (P14416 whole entry, looked up): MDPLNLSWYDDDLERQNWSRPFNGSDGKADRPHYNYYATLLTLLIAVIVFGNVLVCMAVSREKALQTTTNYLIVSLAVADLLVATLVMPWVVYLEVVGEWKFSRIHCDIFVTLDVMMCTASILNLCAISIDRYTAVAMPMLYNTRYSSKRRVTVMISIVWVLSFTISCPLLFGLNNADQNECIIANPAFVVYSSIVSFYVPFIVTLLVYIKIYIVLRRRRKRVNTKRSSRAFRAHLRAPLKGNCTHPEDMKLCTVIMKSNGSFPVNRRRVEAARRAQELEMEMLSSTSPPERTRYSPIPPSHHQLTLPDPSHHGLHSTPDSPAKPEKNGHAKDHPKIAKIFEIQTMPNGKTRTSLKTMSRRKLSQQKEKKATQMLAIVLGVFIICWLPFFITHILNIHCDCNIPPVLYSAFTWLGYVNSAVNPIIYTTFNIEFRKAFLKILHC
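Overnight-induced (tetracycline, 30 C) HEK293 T-REx cells carrying force-coupled D2 receive a no-wash calcium dye, then compound, then EC80 dopamine at 180 s; signals are read kinetically throughout.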
D2 potentiator: D2 dopamine receptor (human) potentiation. potentiation, % at 10 µM. actives 0.34% (n = 340,000). P14416. HEK293 T-REx D2, calcium flux, EC20 dopamine potentiation;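 active means potentiation over 3 SD above the plate norm, cut at about 30% in these data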; further: 0% is about no effect
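Using a no-wash calcium dye in inducible, force-coupled HEK293 Trex cells expressing D2, we tracked fluorescence each second for 180 s after compound, then for 180 s after EC20 dopamine to detect augmented signalling.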
RXFP1 antag: antagonists of human relaxin receptor RXFP1. Q9HBX9. HEK293-RXFP1, relaxin-stimulated cAMP HTRF, 30 min; active compounds read low. activity change, negative = inhibition, % at 57.5 µM. actives 0.59% (n = 350,000). AID 1259400;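 active means activity change of -60% or lower, but not beyond a set lower limit; inconclusive means change between -60% and -40%, or beyond the set limit; inactive means change above -40%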; further: on the % scale 0 is the no-effect control and ±100 the full control effect
TRHR ag: agonists of human TRH receptor; P34981; TRHR cells, calcium flux fluo-8, FDSS agonist mode; activation, % at 2 µM; actives 0.18% (n = 360,000); AID 493084; further: 0% is about no effect
Target sequence (P34981 whole entry, looked up): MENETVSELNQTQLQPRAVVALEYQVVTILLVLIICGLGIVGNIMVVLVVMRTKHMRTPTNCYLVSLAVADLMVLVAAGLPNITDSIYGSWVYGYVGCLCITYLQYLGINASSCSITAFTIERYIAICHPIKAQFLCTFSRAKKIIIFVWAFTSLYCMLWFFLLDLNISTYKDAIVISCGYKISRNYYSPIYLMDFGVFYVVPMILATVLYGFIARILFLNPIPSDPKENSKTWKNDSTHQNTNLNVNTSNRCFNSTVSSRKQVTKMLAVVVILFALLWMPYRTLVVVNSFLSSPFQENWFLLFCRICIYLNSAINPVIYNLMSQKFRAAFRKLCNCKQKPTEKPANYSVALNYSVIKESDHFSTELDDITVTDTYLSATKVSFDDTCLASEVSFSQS
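Read-out: compound-evoked intracellular calcium rise in TRHR cells, fluo-8 dye, kinetic FDSS fluorescence at 1 s/cycle following a 10-cycle baseline. Cells cultured overnight before dye loading (30 min–1.5 h, RT).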
D1 agonist: activates the human D1 dopamine receptor | P21728 | HEK293 T-REx D1 cells, calcium flux, agonist mode | activation, % at 2 µM | actives 1% (n = 360,000); further: 0% is about no effect
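Inducible HEK293 T-REx D1 cells, force-coupled to calcium signalling, were plated at 4000 cells/well with tetracycline and held overnight at 30 C. After no-wash calcium dye loading, compound-evoked calcium rise over 180 s flagged agonists.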
D1 PAM: enhances dopamine response at the human D1 receptor; P21728; AID 504651; potentiation, % at 10 µM; HEK293 TREx D1 cells, calcium flux, dopamine EC20 potentiation; actives 0.036% (n = 360,000); in the data active means potentiation above about 30%; further: 0% is about no effect
D2 agonist: activates the human D2 dopamine receptor; P14416; HEK293 T-REx D2 cells, calcium flux agonist mode; activation, % at 2 µM; actives 0.53% (n = 340,000); AID 485358;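 active means activation over 3 SD above normal in the single-dose calcium agonist read, cut at about 30% in these data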; further: 0% is about no effect
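In this primary screen, compounds producing a positive calcium signal within 180 s of addition to tetracycline-induced, force-coupled HEK293 Trex D2 cells are flagged; cells are dye-loaded with a no-wash calcium kit beforehand.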
TRHR PAM: allosteric enhancers of human TRH receptor; TRHR cells, fluo-8 calcium fluorescence, EC20 TRH enhancement; enhancement, % at 2 µM; actives 0.66% (n = 360,000); in the data active means enhancement above about 30%; further: 0% is about no effect
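Enhancer read-out: after compound pinning and an initial kinetic agonist-mode read, an EC20 of TRH (10 nM final) was injected and fluo-8 calcium signal (Ex 480/Em 530) followed at 1 s/cycle for 100 cycles in TRHR-expressing cells.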
D1 antagonist: human D1 dopamine receptor antagonism; P21728; HEK293 TREx D1 cells, calcium flux, dopamine EC80; active compounds read low; activity change, negative = inhibition, % at 10 µM; actives 3.2% (n = 360,000); AID 504652; in the data active means activity change below about -30%; further: on the % scale 0 is the no-effect control and ±100 the full control effect
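Tetracycline-induced HEK293 Trex D1 cells, force-coupled to calcium, dye-loaded; compounds added and read 180 s, then EC80 dopamine added and calcium flux tracked kinetically another 180 s.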
The depositor's hits bear a star; ? = inconclusive; . = not tested or not shown; & = joins results of further samples. Unless noted, no stated cut-off is given here; in the data, active means activation above about 30%; inactive means the rest. This is a random part of the collection; overall some 7.3% were active at least once.

#	smiles	D2 antagonist	D1 agonist	D2 agonist	TRHR ag	TRHR PAM	D1 PAM	D2 potentiator	RXFP1 antag	D1 antagonist
1	CCN(Cc1ccncc1)C(=O)CCc1nnc(CCc2ccccc2OC)o1	.	0	.	0.5	3	-3	.	-4	2
2	Cc1oc2ccc(OC(=O)COc3c(F)c(F)c(F)c(F)c3F)cc2c1C(=O)OC(C)C	.	6	.	0.9	-2	4	.	1	4
3	CC(NCc1ccccc1O)C12CC3CC(CC(C3)C1)C2 (configuration not stated)	17	17	0.9	0.9	9	0	-5	-2	2
4	COc1ccc(-c2csc(N=C(N)N)n2)cc1	14	2	0.5	-0.3	-10	-7	0	12	5
5	Cc1cccc(Nc2nc(-c3cccs3)cs2)n1	-2	5	-0.6	-0.6	-2	0	-3	-17	41
6	COCc1cc(=O)[nH]c(Nc2nc3ccc(C)cc3o2)n1	14	0	2.8	0.2	2	0	.	-23	3
7	CC(=O)c1ccc(NC(=O)Nc2ncn(Cc3cccc(C)c3)n2)cc1	-28	0	1.3	0.0	4	-2	27	2	1
8	CCN(CC)S(=O)(=O)c1ccc2[nH]cc(C(=O)NCCN3CCCCCC3)c(=O)c2c1	-7	3	-1.3	-0.8	19	-5	-2	0	10
9	CCOC(=O)/C=C1\SCC(=O)N1CC(=O)NCc1cccc(Cl)c1	-5	1	1.1	0.4	21	3	0	-6	-25
10	COc1ccc(C)cc1NC(=O)CSc1ccc(-c2ccccn2)nn1	-1	1&2	-0.8&0.1	-1.2&-0.1	4&1	2&1	2&4	3&-5	5&3
11	CCOC(=O)N1CCC(n2c(SCC(=O)N3CCC(C)CC3)nc3ccccc3c2=O)CC1	-18	1	0.1	-0.3	-16	-2	8	0	6
12	Cn1c(=O)c2cc(C(=O)NCCCN3CCN(c4ccc(F)cc4)CC3)sc2c2ccccc21	.	-1	11	-0.8	0	1	-23	3	-7
13	Cc1ccc(C(=O)Nc2ccc3ncccc3c2)cc1	-1	0	0.1	-0.2	-9	-4	-7	-1	-11
14	Cn1c(CNC(=O)c2ccc(F)cc2)nc2ccccc21	-4	0	0.0	-1.0	3	1	-5	.	-2
15	Cc1nnc(SCC(=O)N(CC(C)C)c2c(N)n(Cc3ccccc3)c(=O)[nH]c2=O)n1N	28	3	1.4	0.2	11	-2	-11	-2	1
16	COc1cc(C(=O)NCC(C)C)cc(OC)c1OC	-1	3	0.3	0.0	0	1	23	-1	1
17	CCOc1ccccc1CNC(=O)c1ccc(NC(=O)N2CC(C)Sc3ccccc32)cc1 (configuration not stated)	.	3	.	-0.9	-4	-2	0	-12	6
18	CCN(CC)C(=O)c1ccc(-c2cccs2)s1	20	0	-0.3	-2.5	-6	-4	-7	-11	-6
19	COc1ccc(-c2cc(CNS(=O)(=O)c3ccccc3)on2)cc1	5	7	0.1	-0.1	0	-2	10	9	2
20	N#CCC(=O)NC(=O)NCC1CC1	.	-1	.	0.1	-15	-4	.	.	-15
21	O=C(CN1C(=O)c2ccccc2S1(=O)=O)NCCSCc1ccccc1Cl	3	4	-3.0	-1.0	6	-9	.	-29	4
22	Cc1ccc(CNC(=O)C2CC3Cn4c(nc5ccccc54)C3N2C)o1 (configuration not stated)	.	0	.	0.0	4	3	.	.	-12
23	S=C(NCc1cccnc1)Nc1cc(Cl)cc(Cl)c1	13	16	0.5	2.1	-6	-4	-8	3	-7
24	c1ccc(-c2nnsc2-c2ccccc2)cc1	2	1	-0.7	0.0	-6	-6	3	-13	-1
25	CC1(c2ccc3ccccc3c2)NC(=O)N(CC(=O)N2CCC(C(N)=O)CC2)C1=O (configuration not stated)	-13	1	0.4	0.5	0	-4	2	2	4
26	C[N+](C)(C)CCOP(=O)(O)OP(=O)([O-])OC[C@H]1O[C@@H](n2ccc(N)nc2=O)[C@H](O)[C@@H]1O	-21	2	1.9	1.2	2	-4	6	.	8
27	Cc1cc(C)c(S(=O)(=O)N2CCN(C(=O)c3cc(=O)[nH]c4ccccc34)CC2)c(C)c1	15	1	0.7	0.0	0	.	-7	4	-9
28	O=C(NC1CCCCC1)c1cc(Cl)nc2ccccc12	-7	-1	-0.6	-0.4	11	-1	14	-7	-9
29	COc1ccc(N2CCN(CCCNC(=O)CCC(=O)N3CCOc4ccc(Cl)cc43)CC2)cc1	-4	9	-0.2	0.2	-5	-8	-27	?	-10
30	O=C(CN1CCc2ccccc21)Nc1ccc2c(c1)OCCCO2	0	1	0.1	0.1	7	-6	-9	-2	-5
31	CCOC(=O)Cc1csc(SCC(=O)Nc2sc3c(c2C(N)=O)CCC3)n1	.	3	.	0.1	-6	-10	.	-11	-16
32	COc1ccc(Cl)cc1NC(=O)COC(=O)CNC(=O)C1CCCCC1	-2	2	0.1	-0.9	20	-1	4	0	-7
33	Cc1cccc(NCc2cc(Cl)ccc2O)n1	-7	0	-1.9	-0.6	-3	-3	-1	-6	-5
34	O=C(Nc1ncc2c(n1)-c1ccccc1CC2)c1ccc(F)cc1	10	2	-0.5	0.0	18	-1	-2	-6	-7
35	O=C(COC(=O)c1n[nH]c2ccccc12)c1ccc(F)c(F)c1	-4	0	0.0	-0.1	6	-3	15	26	-6
36	COc1sc(SC)cc1/C=N/NC(=O)c1ccncc1	13	1	0.0	0.7	-2	-8	-13	7	-11
37	O=C(CCNC(=O)C1CCN(S(=O)(=O)c2ccccc2)CC1)NCc1ccccc1Cl	4	1	0.7	0.1	-2	-2	-2	2	8
38	O=C(COCc1cc(-c2ccc(F)cc2)on1)Nc1cccc(C(F)(F)F)c1	.	5	-0.6	0.6	3	0	-5	-24	-13
39	COc1ccc(CC(NC(C)=O)C(=O)NC2CCN(C(=O)C3CCCCC3)CC2)c(OC)c1 (configuration not stated)	7	5	0.8	0.5	-6	-1	14	10	-21
40	CC1=NN(C(=O)COc2ccccc2C)C(O)(c2ccc(Cl)cc2)C1 (configuration not stated)	3	0	1.2	3.0	-1	-6	-19	.	-3
41	CCN(CC(=O)NC1CCCCC1)S(=O)(=O)c1ccc(Cl)cc1	6	3	-0.5	-0.2	4	-8	-4	4	-14
42	Cc1ccc(C)c(OCc2nc3ccc(S(=O)(=O)Nc4c(C)n(C)n(-c5ccccc5)c4=O)cc3[nH]2)c1	-2	4	18	2.4	20	-11	1	12	-9
43	S=c1nc(C2CCCCC2)[nH]c2ccccc12	2	2	0.2	-0.1	-4	-1	-1	-20	3
44	CCc1nnc(NS(=O)(=O)c2ccc(NS(=O)(=O)c3ccc(NC(C)=O)cc3)cc2)s1	-6	0	-0.1	-0.1	0	-3	0	.	6
45	CCC(=O)N1c2ccc(S(=O)(=O)N3CCCCCC3)cc2CC1C (configuration not stated)	.	5	-1.0	0.4	7	-1	-3	.	-20
46	C=C(C)CNC(=S)NNC(=O)CCn1c2cc(Cl)ccc2c2ccc(Cl)cc21	1	3	2.0	0.2	29	-14	17	-3	-9
47	COc1ccc(Cl)cc1Nc1nc(-c2cccnc2)cs1	-12	2	-1.0	-0.2	-5	-8	-13	-3	-24
48	Cc1cc(CN2CCCC(C(=O)Nc3cccc(-n4cccn4)c3)C2)cc(C)c1O (configuration not stated)	38*	11	1.2	1.0	-4	-17	-22	5	-25
49	COc1ccc(OC)c(NC(=S)N(CCc2c(C)[nH]c3ccccc23)Cc2cccs2)c1	15	-3	0.4	0.6	-2	0	1	.	11
50	CCOC(=O)/C(=N\Nc1ccc(OC)cc1)c1csc(Nc2ccccc2)n1	3	2	0.0	-2.7	2	-2	10	-8	-2
51	CCn1ncc(C2=NOC(C(=O)NCc3ccc(Cl)cc3)C2)c1C (configuration not stated)	.	4	-0.1	-0.2	4	6	1	5	-16
52	CCCC12CN3CC(CCC)(CN(C1)C3c1c(C)[nH]c(=O)[nH]c1=O)C2=O (configuration not stated)	.	0	-0.7	1.5	-1	-3	1	-12	-9
53	NS(=O)(=O)c1ccc2nc(NC(=O)Nc3ccccc3F)sc2c1	0	2	2.1	0.6	-2	-4	.	-12	-8

By substructure: the compounds so far with fluorine (seven)
#	smiles	D2 antagonist	D1 agonist	D2 agonist	TRHR ag	TRHR PAM	D1 PAM	D2 potentiator	RXFP1 antag	D1 antagonist
2	Cc1oc2ccc(OC(=O)COc3c(F)c(F)c(F)c(F)c3F)cc2c1C(=O)OC(C)C	.	6	.	0.9	-2	4	.	1	4
12	Cn1c(=O)c2cc(C(=O)NCCCN3CCN(c4ccc(F)cc4)CC3)sc2c2ccccc21	.	-1	11	-0.8	0	1	-23	3	-7
14	Cn1c(CNC(=O)c2ccc(F)cc2)nc2ccccc21	-4	0	0.0	-1.0	3	1	-5	.	-2
34	O=C(Nc1ncc2c(n1)-c1ccccc1CC2)c1ccc(F)cc1	10	2	-0.5	0.0	18	-1	-2	-6	-7
35	O=C(COC(=O)c1n[nH]c2ccccc12)c1ccc(F)c(F)c1	-4	0	0.0	-0.1	6	-3	15	26	-6
38	O=C(COCc1cc(-c2ccc(F)cc2)on1)Nc1cccc(C(F)(F)F)c1	.	5	-0.6	0.6	3	0	-5	-24	-13
53	NS(=O)(=O)c1ccc2nc(NC(=O)Nc3ccccc3F)sc2c1	0	2	2.1	0.6	-2	-4	.	-12	-8
